EPAC2 ag = EPAC2 (human) agonism. Q8WZA2. EPAC2 activation, biochemical qHTS; response scale: 100% = 6.5 mM cAMP response. Potency, µM (top dose mostly 154 µM), for the others: at the top dose activation, usual class: activators. 360,000 compounds, 0.079% hits; also: nearly all actives have a fitted effect of over 50% in size
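Setup: EPAC2 100 nM, labeled Rap1B complex 250 nM, free GDP 50 uM. Compound titrations pinned in, brief spin, 5 min room temperature incubation. Kinetic fluorescence read over 30 min, normalized to 6.5 mM cAMP.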
aSyn yeast inh = alpha-synuclein toxicity inhibition in yeast; Potency, µM (titrated, usually from 46.1 µM), inactives show at the highest dose growth rescue (activation), actives largely listed as activators; Yeast expressing alpha-synuclein, growth rescue, BacTiter-Glo, 24 h; 370,000 compounds, 0.14% hits; also: % of control where 0% means no effect; nearly all actives have a fitted effect of over 65% in size
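Readout is rescue of growth in alpha-synuclein-expressing yeast, so inhibitors of toxicity appear as activators. Growth after 24 hr at 30 deg C in galactose medium is quantified by luminescence.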
TDP-43 yeast inh = rescues yeast growth from TDP-43 toxicity. TDP-43 expressing yeast growth rescue, BacTiter-Glo, 24 h. AID 652104. 410,000 compounds, 1.8% hits. Potency, µM (highest dose often 46.1 µM), for inactives: top-dose growth rescue (activation), usual class: activators; also: % of control where 0% means no effect; nearly all actives have a fitted effect of over 50% in size
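Growth rescue of TDP-43-toxic yeast measured as ATP luminescence (BacTiter-Glo). Cells grown to mid-log in raffinose, induced in galactose at OD600=0.02, exposed to compound 24 hr at 30 deg C.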
EPAC2 antag = blocks human EPAC2 exchange factor; 360,000 compounds, 0.18% hits; EPAC2 GEF exchange of Rap1B-BODIPY-GDP, fluorescence; Potency, µM (series often up to 114 µM), without a hit: at the highest dose activity, negative = inhibition, usual class: inhibitors; also: % is scaled to controls: 0 for no effect and ±100 for the full control effect; nearly all actives have a fitted effect of over 45% in size; many of its hits are not listed in these tables
EPAC1 ag = EPAC1 (human) agonism. O95398. AID 720707. Potency, µM (doses to about 154 µM), for the others: top-dose activation, usual class: activators. 360,000 compounds, 0.073% hits. EPAC1 agonist qHTS, biochemical assay; response scale: 100% = response to 6.5 mM cAMP; also: nearly all actives have a fitted effect of over 60% in size
Target sequence (O95398 whole entry, looked up): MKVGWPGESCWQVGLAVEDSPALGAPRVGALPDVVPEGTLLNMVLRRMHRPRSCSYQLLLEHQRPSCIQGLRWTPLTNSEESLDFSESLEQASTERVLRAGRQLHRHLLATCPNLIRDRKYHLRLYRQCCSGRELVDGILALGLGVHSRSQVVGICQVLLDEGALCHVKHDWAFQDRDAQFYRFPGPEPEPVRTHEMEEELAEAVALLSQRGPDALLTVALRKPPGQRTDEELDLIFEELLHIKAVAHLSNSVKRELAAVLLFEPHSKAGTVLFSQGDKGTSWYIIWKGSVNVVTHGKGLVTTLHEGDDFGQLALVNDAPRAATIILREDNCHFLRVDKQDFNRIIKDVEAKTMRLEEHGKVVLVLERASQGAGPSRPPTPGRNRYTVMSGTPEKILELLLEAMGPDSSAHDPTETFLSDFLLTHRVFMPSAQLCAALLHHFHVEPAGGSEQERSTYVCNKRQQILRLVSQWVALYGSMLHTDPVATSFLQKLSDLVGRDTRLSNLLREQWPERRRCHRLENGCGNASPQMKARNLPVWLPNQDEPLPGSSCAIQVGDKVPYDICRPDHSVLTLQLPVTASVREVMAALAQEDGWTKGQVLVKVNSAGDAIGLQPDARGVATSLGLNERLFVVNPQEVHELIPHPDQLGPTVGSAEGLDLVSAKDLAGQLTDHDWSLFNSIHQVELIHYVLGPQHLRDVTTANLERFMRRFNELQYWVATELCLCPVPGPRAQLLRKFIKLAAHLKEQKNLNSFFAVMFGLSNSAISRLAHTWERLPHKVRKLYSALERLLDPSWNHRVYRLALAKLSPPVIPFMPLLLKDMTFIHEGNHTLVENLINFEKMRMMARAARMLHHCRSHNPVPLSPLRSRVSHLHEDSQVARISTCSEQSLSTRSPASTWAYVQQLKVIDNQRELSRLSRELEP
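Normalized to 6.5 mM cAMP, activity reflects EPAC1-catalysed release of BODIPY-GDP from Rap1B, followed kinetically over 30 min at 480 nm excitation, 540 nm emission. Reaction contained 100 nM EPAC1, 250 nM Rap1B-BODIPY-GDP, 50 uM GDP.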
FUS suppressor = FUS proteinopathy suppression in yeast; S. cerevisiae FUS-expressing, growth rescue, OD600, 24 h; Potency, µM (highest dose often 76.6 µM), for inactives: top-dose growth rescue (activation), most hits filed as activators; AID 1347120; 390,000 compounds, 0.24% hits;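 also: plate controls were DMSO vehicle for no effect and reference control for full effect; nearly all actives have a fitted effect of over 55% in size; some results filed as inactive show a strong effect at the top dose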
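Galactose (2%) drives FUS expression in yeast precultured in raffinose; seeding density OD 0.005. Test compounds incubated 24hr at 30C and 99% humidity before absorbance at 600 nm was measured.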
EPAC1 antag = blocks human EPAC1 exchange factor; O95398; EPAC1 GEF assay, Rap1b-BODIPY-GDP exchange fluorescence; Potency, µM (doses to about 115 µM), without a hit: at the top dose activity change, negative = inhibition, hits mostly inhibitors; 360,000 compounds, 0.14% hits;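 also: plate controls were vehicle for no effect and positive control for full effect; nearly all actives have a fitted effect of over 50% in size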
PTHR1 ag = PTHR1 (human) receptor agonism; Potency, µM (series often up to 115 µM), without a hit: at the top dose activation, most hits filed as activators; Q03431; HEK293 GP2 PTHR1 cells, GloSensor cAMP luminescence, 1 h; 410,000 compounds, 0.075% hits; also: nearly all actives have a fitted effect of over 55% in size; some results filed as inactive show a strong effect at the top dose; inactives centre near -15; many of its hits are not listed in these tables
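HEK-293-derived GP2 cells expressing PTHR1 and a GloSensor cAMP reporter, 3,000/well, plated overnight, given luciferin plus IBMX (each 0.5 mM as added) for 1 h at 37 °C, then compound for 1 h at 37 °C. Luminescence was read after 15 min at room temperature.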
An asterisk follows results filed as active; i = inactive; ? = inconclusive; nt = not tested or not shown; [ ] = remark or other dose. Calls follow the shape of the dose curve; as a rule, active = well fitted curve in the direction sought with a large enough effect; inconclusive = small, poorly fitted or top-dose-only effect, or another doubt; inactive = no such curve, though single readings can be large; an effect the other way counts as inactive or inconclusive. Potency is read from the fitted curve at half-maximal effect.

SMILES	EPAC2 ag	aSyn yeast inh	TDP-43 yeast inh	EPAC2 antag	EPAC1 ag	FUS suppressor	EPAC1 antag	PTHR1 ag
O=C(Nc1cc(S(=O)(=O)N2CCOCC2)ccc1N1CCCCC1)c1ccccc1Br	5%	-5%	-68%[inhibitor]	-4%	10%	?	-10%	-5%
O=C1CCN(CCc2ccccc2)CCN1CCOc1ccccc1	5%	0%	12%	0%	3%	-17%	-10%	-37%[inhibitor]
O=C(O)c1cc2cc(Oc3ccccc3)ccc2[nH]1	-6%	-5%	18µM*	6%	-1%	20%	-2%	i
Cc1cc(C(=O)N2CCCC2C(=O)O)c(C)o1 (configuration not stated)	15%	-2%	20%	-5%	4%	4%	-6%	i
CCC(C(=O)NC(C)(C)C)N(Cc1cccs1)C(=O)CNS(=O)(=O)c1ccccc1 (configuration not stated)	-2%	5%	-20%	-8%	9%	14%	-18%	-4%
CCOc1ccc(C(=O)NCC2CCCO2)cc1OCC (configuration not stated)	6%	-8%	1%	-1%	21%	-23%	-1%	-10%
CC(=O)CSc1nnc2cc(C)c3ccccc3n12	15%	-4%	-1%	-6%	6%	14%	-8%	-20%
COc1ccccc1C(=O)NCCC(=O)N(C)CC(=O)Nc1ccc(Cl)cc1	-2%	-3%	24%	3%	4%	13%	9%	-18%
CC(=O)Nc1cc(-c2cccc(F)c2)cn2c(-c3ccc(S(C)(=O)=O)cc3)cnc12	6%	-4%	18%	5%	-6%	?	6%	-5%
CC(Sc1nc2c(cc1C#N)CCCCC2)C(=O)O (configuration not stated)	-1%	-1%	-9%	-2%	-9%	-3%	-17%	21%
CCOC(=O)n1c(=O)n(C)c2ccc(Br)cc21	-1%	16%	-4%	-13%	8%	2%	-25%	i
Cc1cccc(C)c1NC(=O)/C(C#N)=C/c1cccs1	3%	1%	?	-4%	3%	6%	3%	0%
COCCNC(=S)Nc1cccc2cnccc12	-1%	-1%	-1%	8%	2%	11%	6%	i
CC(OC(=O)c1ccc(-n2cnnn2)cc1)C(=O)NCc1ccccc1 (configuration not stated)	-4%	2%	3%	6%	-3%	11%	3%	i
CC(C)n1c(=O)c2ccccc2n1Cc1cn(-c2ccccc2)nn1	-12%	-4%	-14%	-23%	-7%	8%	-7%	?
O=C(CS(=O)c1ccc(Br)cc1)N1CCOCC1 (configuration not stated)	8%	4%	14%	3%	12%	-18%	-11%	i
Cc1ccc(-n2nc(C)c3c(C)c(CCC(=O)NCC4CCCO4)c(=O)n(C)c32)cc1 (configuration not stated)	1%	3%	14%	0%	-1%	-3%	-11%	-18%
O=C1CC(NCc2ccc(F)cc2)C(=O)N1c1ccccc1 (configuration not stated)	-6%	-1%	-1%	16%	6%	25%	0%	-8%
CN(CC(=O)Nc1ccc(F)cc1)CC(=O)NC1CCCCC1	1%	4%	19%	-1%	-2%	-2%	-6%	i
COc1ccccc1/C=C/C(=O)OCC(=O)Nc1ccccc1Sc1ccccc1	9%	4%	12%	?	0%	12%	7%	0%
CCN(CC)Cc1c(O)ccc2c(=O)c(-c3ccc4c(c3)OCCO4)coc12	-49%[15.6 µM]	8%	-1%	-15%	4%	-7%	-3%	i
CCCCN(C(=O)Oc1ccccc1)C1CCS(=O)(=O)C1 (configuration not stated)	6%	13%	3%	11%	-3%	-14%	8%	-15%
CN(C(=O)CC1C(=O)NCCN1Cc1cccc(F)c1F)C1CCOCC1 (configuration not stated)	0%	-2%	7%	10%	3%	nt	-11%	i
CCOc1ccc2cc(C3CC(c4ccco4)=NN3S(C)(=O)=O)c(Cl)nc2c1 (configuration not stated)	0%	3%	12%	-20%	12%	29%	-6%	-8%
CCOC(=O)Cn1nnc(-c2cccc(OC)c2)n1	11%	-1%	-4%	1%	6%	2%	0%	-10%
CC(C)(C)c1ccc(OCC(=O)N2CCCCCC2)c(Br)c1	2%	1%	-25%	-12%	7%	-4%	0%	-31%[inhibitor]
COc1cc(C(=O)OCC(=O)NC2CCCC2)cc(OC)c1OC	-2%	2%	-8%	7%	0%	-3%	5%	i
C/C(=N\NC(=O)C(=O)Nc1cccc(Cl)c1)c1ccncc1	11%	-10%	12%	2%	2%	nt	1%	-80%[inhibitor]
COc1ccc(S(=O)(=O)N2CCC(C(=O)N[C@@H](C)C(=O)NC3CC3)CC2)cc1	5%	0%	-7%	8%	-16%	18%	7%	i
CN(CC(=O)Nc1c(Cl)cccc1Cl)C(=O)c1ccncc1	1%	7%	-2%	-1%	10%	0%	-24%	-10%
COC(=O)c1ccc(/C=C2/SC(=S)N(CCCC(=O)Nc3ccccn3)C2=O)cc1	11%	9%	2%	-4%	2%	13%	7%	-12%
CCN1CCN(CC(=O)c2c[nH]c3ccc(C)cc23)CC1	10%	0%	-20%	2%	4%	18%	0%	-7%[57.5 µM]
CCOc1ccc(CCNC(=O)CCc2nc(-c3ccc(OC)cc3)no2)cc1OCC	7%	1%	0%	1%	9%	?	-1%	-8%
O=C(NCCCn1ccnc1)c1cc2c(s1)CCCC2	10%	2%	9%	3%	-1%	3%	9%	i
O=C1C=C(c2ccc3ccccc3c2)C[C@@H](c2ccc(Cl)cc2)C1	2%	12%	15%	1%	-1%	7%	6%	i
COc1cc(CCC(=O)Nc2ccc(C)c(S(=O)(=O)N(C)C)c2)cc(OC)c1OC	-1%	-2%	17%	0%	-6%	nt	-1%	-30%[inhibitor]
CCOC(=O)c1sc(NC(=O)c2ccc(Cl)s2)cc1C	-11%	-3%	12%	-6%	-7%	-27%	-17%	-28%
COc1nnc(-c2ccc(C)cc2)c2ccccc12	2%	12%	?	-10%	-21%	3%	-19%	-12%
COc1ccc(CCNC2=NCCS2)cc1OC	14%	nt	nt	3%	6%	15%	-1%	i
OC1(Cc2cc(-c3ccccc3)no2)CCN(CCCc2ccccc2)CC1	3%	8%	22%	-5%	10%	-11%	14%	-22%

Whole records, quoted from the list:
CCN1CCN(CC(=O)c2c[nH]c3ccc(C)cc23)CC1 is listed as EPAC2 ag: 10%; aSyn yeast inh: 0%; TDP-43 yeast inh: -20%; EPAC2 antag: 2%; EPAC1 ag: 4%; FUS suppressor: 18%; EPAC1 antag: 0%; PTHR1 ag: -7%[57.5 µM]
COc1cc(C(=O)OCC(=O)NC2CCCC2)cc(OC)c1OC is listed as EPAC2 ag: -2%; aSyn yeast inh: 2%; TDP-43 yeast inh: -8%; EPAC2 antag: 7%; EPAC1 ag: 0%; FUS suppressor: -3%; EPAC1 antag: 5%; PTHR1 ag: i
COc1ccc(S(=O)(=O)N2CCC(C(=O)N[C@@H](C)C(=O)NC3CC3)CC2)cc1 is listed as EPAC2 ag: 5%; aSyn yeast inh: 0%; TDP-43 yeast inh: -7%; EPAC2 antag: 8%; EPAC1 ag: -16%; FUS suppressor: 18%; EPAC1 antag: 7%; PTHR1 ag: i

Some of these compounds in order of the EPAC2 antag value, highest first.
Structure	EPAC2 antag
CN(C(=O)CC1C(=O)NCCN1Cc1cccc(F)c1F)C1CCOCC1 (configuration not stated)	10%
CCOc1ccc(CCNC(=O)CCc2nc(-c3ccc(OC)cc3)no2)cc1OCC	1%
COc1cc(CCC(=O)Nc2ccc(C)c(S(=O)(=O)N(C)C)c2)cc(OC)c1OC	0%

Additional compounds.
SMILES	EPAC2 ag	aSyn yeast inh	TDP-43 yeast inh	EPAC2 antag	EPAC1 ag	FUS suppressor	EPAC1 antag	PTHR1 ag
C[C@@H]1CN([C@H](C)CO)C(=O)c2cccc(NS(=O)(=O)c3cccs3)c2O[C@H]1CN(C)Cc1ccccc1	2%	-1%	-3%	8%	1%	6%	0%	-12%
Cc1cc(Oc2ccc(=O)n(C)n2)nc(Oc2ccc(=O)n(C)n2)n1	-83%[15.6 µM]	0%	7%	6%	4%	-18%	2%	-1%[57.5 µM]
COc1ccc(/C=C(/NC(=O)c2ccco2)C(=O)Nc2ccc(C(C)=O)cc2)cc1	3%	-2%	10%	11%	-2%	-14%	-3%	-6%
COc1cccc2c(=O)n(CC(=O)Nc3ccc(F)cc3)ccc12	3%	5%	20%	6%	1%	3%	6%	-18%
O=C(CSc1nc2ccccc2o1)N/N=C/c1ccc(O)c(O)c1	10%	-2%	5%	-11%	3%	0%	50µM*	-3%
CCc1ccc(NC(=O)CSc2nc(O)cc(=O)n2C2CCCC2)cc1	-2%	1%	-7%	7%	-7%	31%	-15%	-18%
Cc1ccc(C2CC(c3ccccc3C)n3nc(N)nc3N2)cc1 (configuration not stated)	-2%	4%	18%	-2%	-3%	-5%	-8%	i
Cc1ccc2nc(N3CCN(C(=O)c4cccs4)CC3)c(C#N)cc2c1	8%	1%	-8%	-9%	8%	8%	1%	i
COc1cc(-c2c(NC(=O)c3ccco3)oc3c(C)cccc3c2=O)cc(OC)c1OC	10%	-6%	-10%	2%	5%	1%	-25%	i
Cc1[nH]c2ccccc2c1C(=O)C(=O)NCc1ccco1	6%	1%	3%	-11%	8%	24%	-17%	i
COC(=O)c1nn(-c2ccccc2)c(=O)cc1O	8%	-6%	-10%	3%	2%	13%	6%	-23%
O=C([C@@H]1CCCN1C1=NS(=O)(=O)c2ccccc21)N1CCN(c2ccccc2)CC1	3%	-2%	9%	9%	6%	-31%	2%	-22%
Cc1cc(C)n2nc(SCc3ncc(-c4ccccc4)o3)nc2n1	2%	15%	29%	3%	11%	22%	-16%	i
OCC[C@@H]1C[C@H](O)[C@@H](O)[C@]2(OCc3ccc4ccccc4c32)O1	-6%	5%	14%	15%	-12%	-23%	14%	-10%

Reprinted at random: seven records from the list.
SMILES	EPAC2 ag	aSyn yeast inh	TDP-43 yeast inh	EPAC2 antag	EPAC1 ag	FUS suppressor	EPAC1 antag	PTHR1 ag
CC(=O)CSc1nnc2cc(C)c3ccccc3n12	15%	-4%	-1%	-6%	6%	14%	-8%	-20%
O=C1CCN(CCc2ccccc2)CCN1CCOc1ccccc1	5%	0%	12%	0%	3%	-17%	-10%	-37%[inhibitor]
CN(C(=O)CC1C(=O)NCCN1Cc1cccc(F)c1F)C1CCOCC1 (configuration not stated)	0%	-2%	7%	10%	3%	nt	-11%	i
OC1(Cc2cc(-c3ccccc3)no2)CCN(CCCc2ccccc2)CC1	3%	8%	22%	-5%	10%	-11%	14%	-22%
COc1ccc(CCNC2=NCCS2)cc1OC	14%	nt	nt	3%	6%	15%	-1%	i
Cc1[nH]c2ccccc2c1C(=O)C(=O)NCc1ccco1	6%	1%	3%	-11%	8%	24%	-17%	i
O=C(CS(=O)c1ccc(Br)cc1)N1CCOCC1 (configuration not stated)	8%	4%	14%	3%	12%	-18%	-11%	i

The list is partial; the hit share may differ from the screen's.
